Screening data from PubChem BioAssay.
GASC-1 inh – human JMJD2C demethylase inhibition | 330,000 tested, 0.069% active | inhibition, % at 2.35 µM | GST-JMJD2C(1-420) H3K9me3 demethylation, DELFIA europium | AID 2099 | Q9H3R0;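 active = more than half of a compound's replicate wells show inhibition beyond 50%, single wells judged on their own value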;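 also: signal counts dimethyl H3K9 product captured on neutravidin plate; 0% = median of DMSO wells and 100% = 0.3 times that DMSO median; strong numbers were not always called active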
proCasp7 act – counter-screen for procaspase-3 activators: activators of human procaspase-7 | recombinant procaspase-7, Ac-DEVD-pNA absorbance 405 nm; D23A/D198A/D206A triple mutant, cannot self-cleave; scale: DMSO 0, 5 µM enzyme 100 | activation, % at 8.5 µM | 330,000 tested, 0.093% active;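 active = percent activation above the screen-wide mean plus 3 SD, cut at about 25% in these data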
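signal = Epi-absorbance of released pNA at 405 nm, two timepoints | assay system = Uncleavable procaspase-7 mutant enzyme | reagent = Ac-DEVD-pNA substrate, 400 µM as added | times = 1 h enzyme–compound preincubation and 2 h substrate reaction, both 25 °C | benchmarks = low DMSO alone, high DMSO plus 5 µM PC-7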
core dimer inh – HCV core protein dimerization inhibition. TR-FRET GST/Flag-core106 dimerization, 1536-well. inhibition, % at 5 µM. 300,000 tested, 0.33% active;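 active = inhibition above the mean of all tested compounds plus 3 SD, set per screening campaign, cut at about 45% in these data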
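assay system = GST-tagged and Flag-tagged HCV core protein residues 1-106 | controls = unlabelled core106 and no-GST-core106 wells | incubation = compound-protein-antibody incubation 4 h at 22.5 °C | probe or stimulus = Eu donor and XL665 acceptor anti-tag antibodies | read-out = % inhibition based on acceptor/donor emission ratio | signal = TR-FRET 671 and 617 nm emission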
PP1 inh – PP1-alpha (human) inhibition in PP5 counter-screen; inhibition, % at 6.7 µM; 320,000 tested, 0.9% active; AID 2235; purified PP1alpha, OMFP fluorescence;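 active = inhibition above the mean inhibition of all tested compounds plus 3 SD, computed separately for each screening campaign, cut at about 15% in these data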
Fh CTSL1 inh – blocks F. hepatica cathepsin L1 in PFM18AAP counter-screen; recombinant F. hepatica cathepsin L1, Z-Leu-Arg-MCA fluorescence; inhibition, % at 5.96 µM; 300,000 tested, 0.49% active;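 active = inhibition above the mean of all tested compounds plus 3 SD, set per screening campaign, cut at about 17% in these data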;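 also: 0% = plate median of test compound wells and 100% = 1 µM Z-Phe-Ala-diazomethylketone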
procasp3 activ – activates human procaspase-3. recombinant procaspase-3 D3A, Ac-DEVD-pNA absorbance 405 nm. activation, % at 8.5 µM. 330,000 tested, 0.11% active. AID 463141;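 active = activation above the mean of all tested compounds plus 3 SD, cut at about 21% in these data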;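 also: 0% = DMSO alone and 100% = DMSO wells spiked with extra 5 µM PC-3 D3A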
Target sequence (P42574 whole entry D9A/D28A/D175A): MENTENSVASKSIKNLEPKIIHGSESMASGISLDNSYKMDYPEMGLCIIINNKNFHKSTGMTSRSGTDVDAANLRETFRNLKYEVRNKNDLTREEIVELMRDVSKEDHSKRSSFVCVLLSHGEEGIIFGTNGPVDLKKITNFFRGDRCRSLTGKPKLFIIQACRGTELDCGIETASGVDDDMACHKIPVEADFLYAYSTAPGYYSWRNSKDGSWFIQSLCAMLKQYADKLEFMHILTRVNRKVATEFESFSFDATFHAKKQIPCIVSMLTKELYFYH
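Assay system: Autoprocessing-dead procaspase-3 D3A mutant enzyme; also added: Ac-DEVD-pNA; doses: one concentration, 8.5 µM nominal, 0.8% DMSO; times: 1 h compound preincubation, 2 h substrate hydrolysis at 25 °C; technique: 405 nm absorbance of p-nitroaniline, reads at 0 and 120 min; measure: % activation between DMSO and enzyme-spiked controls; repeats: single replicate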
TPT1 inh – inhibitors of Candida albicans tRNA 2'-phosphotransferase TPT1. recombinant caTPT1, FP RNA substrate dephosphorylation. inhibition, % at 5 µM. 300,000 tested, 0.81% active;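 active = inhibition above the mean of all tested compounds plus 3 SD, set per screening campaign, cut at about 24% in these data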;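 also: plate controls were DMSO alone for no effect and ferristatin control at 100 nM for full effect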
Efflux pump mplx – inhibitors of Candida antifungal efflux pumps expressed in yeast | inhibition, % at 10 µM | S. cerevisiae Candida pump triplex, Nile Red efflux | 330,000 tested, 0.44% active | AID 485275;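 active = plate passing quality check with inhibition over a set limit, or well fluorescence over plate mean plus 4 SD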;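 also: Nile Red retained in pooled yeast measured as flow cytometry median fluorescence; 0% = buffer negative control and 100% = Enniatin B positive control; higher means more Nile Red kept so more efflux inhibition; some compounds called inactive have numbers as strong as hits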
PP5 primary – PP5 (human) phosphatase inhibition; purified PP5c, OMFP substrate fluorescence; inhibition, % at 6.7 µM; 320,000 tested, 0.18% active;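 active = inhibition above the campaign's mean inhibition across all tested compounds plus 3 SD, cut at about 9.5% in these data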;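 also: 0% = DMSO only and 100% = 100 µM cantharidin control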
Target sequence (P53041 whole entry, looked up): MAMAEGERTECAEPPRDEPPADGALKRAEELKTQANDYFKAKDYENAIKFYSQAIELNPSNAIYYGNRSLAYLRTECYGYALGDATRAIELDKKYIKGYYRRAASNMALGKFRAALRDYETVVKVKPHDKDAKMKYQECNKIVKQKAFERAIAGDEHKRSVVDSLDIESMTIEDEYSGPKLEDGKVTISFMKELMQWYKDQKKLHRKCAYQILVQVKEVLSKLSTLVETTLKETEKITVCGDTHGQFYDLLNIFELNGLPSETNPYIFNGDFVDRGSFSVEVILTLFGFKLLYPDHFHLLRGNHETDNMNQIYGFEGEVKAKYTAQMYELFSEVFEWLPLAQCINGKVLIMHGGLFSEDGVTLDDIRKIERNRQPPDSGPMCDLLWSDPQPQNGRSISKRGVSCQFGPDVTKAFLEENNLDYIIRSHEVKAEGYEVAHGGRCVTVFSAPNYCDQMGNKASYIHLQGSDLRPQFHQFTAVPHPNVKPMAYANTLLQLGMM
The depositor's hits bear a star; i = inactive; . = not tested or not shown.

Molecule,GASC-1 inh,proCasp7 act,core dimer inh,PP1 inh,Fh CTSL1 inh,procasp3 activ,TPT1 inh,Efflux pump mplx,PP5 primary
CC(=O)N(C(C)=O)c1c(N2CCCC2)c2ccccc2oc1=O,-1,-2,1,2,0,4,-4,-0.3,-2.0
COc1cccc(OCC(=O)Nc2cc(Cl)ccc2Oc2ccccc2)c1,-5,10,-4,-4,7,-3,-4,-0.1,3.5
CC(C)c1ccc(NC(=O)Cc2c(C(=O)O)n(C)c3ccccc23)cc1,-21,1,11,6,-3,0,-2,0.1,0.4
Cc1cnc(C(=O)OCc2ccc(C#N)cc2)cn1,0,3,15,-2,1,-3,2,-0.1,2.2
CC(C)CSc1ncc(-c2cccc(C(F)(F)F)c2)cn1,5,-18,-2,0,4,0,1,0.1,-6.7
COCc1nc2oc3ccccc3c(=O)c2cc1C(=O)OC,4,1,5,-1,2,-1,1,0.0,0.5
Cc1oc2cc3oc(=O)c(CCC(=O)NCCCn4ccnc4)c(C)c3cc2c1C,7,5,5,-2,-2,-11,-3,-0.1,3.3
Cc1csc(NC(=O)c2cnccn2)n1,-2,5,3,-3,-1,-4,-1,0.0,-1.4
Cc1ccc(S(=O)(=O)N(CC(=O)NCc2ccccn2)c2ccc(Cl)cc2)cc1,17,5,-6,-4,3,-6,-5,0.4,-0.2
COc1ccccc1NC(=O)N1CCCC1C(=O)NCc1ccc(F)cc1 (stereo unspecified),13,-2,0,0,-1,-1,-1,0.0,-0.1
CCN1C(=S)SC(=O)C1=C1C=C(C)N(Cc2ccco2)C(C)=C1,-14,-14,-17,0,6,-30,163*,0.1,5.1
C=CCn1c(SCc2c(C(=O)OC)sc(N)c2C(=O)OC)nnc1-c1ccc(Br)cc1,2,0,19,3,-5,8,2,0.1,2.5
CCCCNC(=O)Oc1cccc(N2CCCC2=O)c1,-12,-9,-3,3,14,4,-2,0.0,-2.9
COc1cccc(C(=O)Nc2nnc(CCS(=O)(=O)c3ccc(C)cc3)s2)c1,7,-4,-2,2,-1,0,-2,0.1,6.3
COc1ccc(C(=O)C2CCCN(C(=O)c3cccc(Cn4cccn4)c3)C2)cc1F (stereo unspecified),9,15,3,-1,-1,-1,-1,-1.2,0.8
O=P(O)(CCc1ccccc1)C(O)c1ccccc1 (stereo unspecified),-3,9,-10,-2,-2,0,-1,-0.1,0.5
COc1ccc(-c2csc(NCCc3nc4cc(C(=O)NCCCO)ccc4n3Cc3ccc(C)cc3)n2)cc1,0,-8,8,3,4,-3,6,-0.2,5.1
O=C(CCCCC(=O)N1CCOCCOCCOCC1)OCc1ccccc1,-24,0,-1,-2,6,-4,2,0.6,0.9
CCCC(=O)Nc1ccc(C(=O)NCC(=O)OCC)cc1,20,-3,2,-1,0,-8,-1,0.1,1.8
O=C(N/C(=C/c1ccco1)C(=O)N1CCCCCC1)c1cccs1,4,-1,-5,1,1,-2,1,0.0,0.7
Cc1ccc(C)c(S(=O)(=O)NCc2ccc(C(=O)N3CCCCCC3)cc2)c1,-1,-3,-6,0,2,-4,-2,0.5,-0.9
COc1ccc(N(CC(=O)NCc2ccc(C)cc2)S(=O)(=O)c2c(C)noc2C)cc1,-12,-5,-2,0,0,7,-3,-0.1,2.6
CCCCCc1ccc(CC(=O)N2CCOCC2)cc1,3,4,-2,3,2,4,0,0.1,1.9
COC(=O)c1ccc(COC(=O)CNC(=O)c2cccs2)cc1,-2,5,0,-1,-14,-4,-2,0.3,4.5
COc1ccc(NS(=O)(=O)c2cccc3cccnc23)cc1Cl,7,-5,1,2,-11,-7,1,0.6,-3.1
Cc1ccc(NC(=O)CNC(=O)c2cccs2)cc1S(=O)(=O)Nc1ccc(Cl)cc1,-3,-1,-2,2,4,-4,-3,-0.2,6.0
CC(NC(=O)C(=O)N1CCOCC1)C(c1cccs1)N1CCN(c2ccc(F)cc2)CC1 (stereo unspecified),0,-6,-15,-2,26*,3,-5,-0.1,1.3
Cc1ccc(N(C)S(=O)(=O)c2c(C)noc2/C=C/N(C)C)cc1,14,7,1,0,0,-5,8,0.1,2.2
CCOc1ccccc1NS(=O)(=O)c1ccc2c(c1)N(C)CCO2,8,-5,-9,-1,0,-3,-1,0.2,2.7
CCOC(=O)CSc1nc2cc3c(cc2cc1C#N)OCO3,.,-15,-4,7,-2,-2,-11,0.0,-2.0
O=C1C=C(Nc2ccccc2O)c2ccccc2C1=O,i,-24,-32,2,22*,-8,-17,-0.1,3.6
CCOC(=O)c1cncc(C(=O)O)c1,1,4,1,1,-5,2,0,-0.1,1.7
Cc1nnc(OCC(=O)NCCC2=CCCCC2)c2ccccc12,4,-13,-15,5,2,3,0,0.0,3.2
Cc1cc(C)cc(NC(=O)CN2C(=O)NC(C)(c3ccccc3)C2=O)c1 (stereo unspecified),6,0,2,-1,-46,12,5,-0.1,4.8
COc1ccc(C(=O)COC(=O)c2cccnc2Cl)c(OC)c1,20,-6,68*,0,0,-6,9,0.1,2.0
O=C(NNS(=O)(=O)c1ccc2ccccc2c1)NC1CCCCC1,2,10,-3,-3,0,3,-2,-0.2,1.3
CC(=O)N1CCc2cc(S(=O)(=O)CCC(=O)N(C)Cc3ccco3)ccc21,-4,5,-5,-2,2,2,-3,0.9,-1.1
c1ccc(CCc2ccccc2-c2nc(-c3cccnc3)no2)cc1,5,7,4,4,1,-1,0,0.1,-0.8
COC/C=C/C1=CC2=CC(=O)C(C)(OC(=O)c3cnc4ccccc4n3)C(=O)C2=CN1CCCCO (stereo unspecified),-3,-11,-10,3,1,10,-6,0.1,1.5
CCC(=NCc1ccco1)c1c(C(F)(F)F)[nH]n(-c2nc3ccccc3s2)c1=O,9,7,3,6,0,6,-4,-0.1,0.6

Structures listed so far marked active in core dimer inh:
Compound	GASC-1 inh	core dimer inh	procasp3 activ	TPT1 inh	Efflux pump mplx	PP5 primary
COc1ccc(C(=O)COC(=O)c2cccnc2Cl)c(OC)c1	20	68*	-6	9	0.1	2.0

The listing continues:
Field names – A = GASC-1 inh; B = proCasp7 act; C = core dimer inh; D = PP1 inh; E = Fh CTSL1 inh; F = procasp3 activ; G = TPT1 inh; H = Efflux pump mplx; I = PP5 primary
SMILES: Cc1[nH]c(=O)[nH]c(=O)c1/C=C/C(=O)OCC(C)C
  A: -8 | B: 2 | C: 1 | D: 14 | E: 1 | F: 4 | G: -2 | H: 0.1 | I: 0.5

SMILES: Cc1nn(CC(=O)NCCCN2CCCC2)c(=O)c2nn(-c3ccccc3)c(C)c12
  A: -13 | B: 8 | C: 4 | D: -1 | E: 1 | F: -3 | G: 1 | H: -0.1 | I: -1.3

SMILES: Nc1cc(Cl)ccc1C(=O)OCC(=O)NCc1cccs1
  A: 1 | B: 7 | C: . | D: . | E: . | F: 1 | G: . | H: -0.2 | I: .

SMILES: CCc1ccc2[nH]c(=O)c(CN(CCN3CCCC3)C(=O)NC3CCCCC3)cc2c1
  A: 6 | B: -3 | C: 1 | D: -1 | E: 3 | F: -2 | G: 6 | H: 0.2 | I: 0.3

SMILES: O=C(NN1C(=O)C2C3C=CC(C3)[C@H]2C1=O)c1cccnc1 (stereo partly specified)
  A: -7 | B: 8 | C: -4 | D: -4 | E: 3 | F: -1 | G: -2 | H: 0.2 | I: -1.6

SMILES: Cc1ccc(-c2nnn(CC(=O)Nc3nnc(C(C)C)s3)n2)cc1
  A: 38 | B: -10 | C: 5 | D: -7 | E: -3 | F: -4 | G: -1 | H: 0.4 | I: -0.3

SMILES: C=C(C)C(=O)N1CC2(CC(c3cccc(NC(=O)CC(c4ccccc4)c4ccccc4)c3)=NO2)C[C@H]1C(N)=O (stereo partly specified)
  A: -8 | B: 3 | C: -18 | D: 3 | E: 3 | F: -5 | G: -3 | H: -0.2 | I: 0.8

SMILES: CCOc1ccc(CN2CCN(C/C=C/c3ccc(OC)cc3)CC2CCO)cc1 (stereo unspecified)
  A: 3 | B: 9 | C: -7 | D: 1 | E: 3 | F: 4 | G: -2 | H: -0.1 | I: -0.8

SMILES: CCCCC(=O)Nc1ccc(C(=O)NCCN2CCOCC2)cc1
  A: -15 | B: -4 | C: 7 | D: 0 | E: -1 | F: 2 | G: 0 | H: 0.0 | I: -1.1

SMILES: Cc1ccc(C(=O)Cn2c(=N)n(N)c3ccccc32)cc1
  A: 1 | B: 0 | C: 2 | D: -1 | E: -2 | F: -3 | G: -1 | H: 0.0 | I: 0.8

SMILES: CCC(OC(=O)c1ccco1)C(=O)NCc1ccc2c(c1)OCO2 (stereo unspecified)
  A: -18 | B: 11 | C: 11 | D: -3 | E: -26 | F: -4 | G: 0 | H: 0.4 | I: 0.4

SMILES: C=CC[n+]1c(-c2ccc(C)cc2)csc1Nc1c(C)n(C)n(-c2ccccc2)c1=O
  A: -11 | B: 10 | C: 12 | D: 1 | E: 0 | F: -7 | G: -2 | H: -0.1 | I: -1.3

SMILES: Cc1ccc(-c2ccc(C(=O)O)c(C)n2)cc1
  A: -4 | B: 7 | C: -3 | D: -5 | E: 2 | F: -9 | G: 1 | H: 0.0 | I: -1.8

SMILES: Cc1ccc(C)c(C(=O)N(Cc2nc(-c3ccc(Cl)cc3)no2)C(C)C)c1
  A: -5 | B: 2 | C: 9 | D: 6 | E: 3 | F: 7 | G: 2 | H: 0.3 | I: 2.9

SMILES: Nc1ccnn1Cc1ccncc1
  A: 12 | B: 12 | C: -3 | D: -3 | E: 0 | F: 6 | G: 2 | H: -0.1 | I: -1.6

Compound profiles (already shown). Order of screens: GASC-1 inh	proCasp7 act	core dimer inh	PP1 inh	Fh CTSL1 inh	procasp3 activ	TPT1 inh	Efflux pump mplx	PP5 primary
Cc1ccc(S(=O)(=O)N(CC(=O)NCc2ccccn2)c2ccc(Cl)cc2)cc1 reads 17	5	-6	-4	3	-6	-5	0.4	-0.2
Cc1ccc(C)c(S(=O)(=O)NCc2ccc(C(=O)N3CCCCCC3)cc2)c1 reads -1	-3	-6	0	2	-4	-2	0.5	-0.9
CCCCCc1ccc(CC(=O)N2CCOCC2)cc1 reads 3	4	-2	3	2	4	0	0.1	1.9
CCOc1ccc(CN2CCN(C/C=C/c3ccc(OC)cc3)CC2CCO)cc1 (stereo unspecified) reads 3	9	-7	1	3	4	-2	-0.1	-0.8
Nc1cc(Cl)ccc1C(=O)OCC(=O)NCc1cccs1 reads 1	7	.	.	.	1	.	-0.2	.
